Screening data from PubChem.
NPSR antag = qHTS Assay for Antagonists of the Neuropeptide S Receptor: cAMP Signal Transduction; Q6W5P4; CHO-NPSR cells, cAMP TR-FRET, antagonist mode; Potency, µM (doses to about 38.3 µM), without a hit: top-dose activity change, negative = inhibition, hits mostly inhibitors; hit rate 1% among 220,000; AID 1461, 2008; note: potency is the fitted concentration of half-maximal effect; % is set by controls: 0 for no effect and ±100 for the full control effect; nearly all actives have a fitted effect of over 50% in size; many of its hits are not listed in these tables
aGal spleen mod = qHTS Assay for Inhibitors and Activators of Human alpha-Galactosidase From Spleen Homogenate. Alpha-galactosidase A (Homo sapiens), P06280. human spleen homogenate, 4MU-alpha-Gal fluorescence, 40 min. Potency, µM (highest dose often 80 µM), without a hit: top-dose activity change, negative = inhibition, hits mostly inhibitors. hit rate 0.008% among 240,000;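 note: potency is the fitted concentration of half-maximal effect; 0% = enzyme with vehicle and -100% = no enzyme basal signal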
Target sequence (P06280 32-429 limits assumed): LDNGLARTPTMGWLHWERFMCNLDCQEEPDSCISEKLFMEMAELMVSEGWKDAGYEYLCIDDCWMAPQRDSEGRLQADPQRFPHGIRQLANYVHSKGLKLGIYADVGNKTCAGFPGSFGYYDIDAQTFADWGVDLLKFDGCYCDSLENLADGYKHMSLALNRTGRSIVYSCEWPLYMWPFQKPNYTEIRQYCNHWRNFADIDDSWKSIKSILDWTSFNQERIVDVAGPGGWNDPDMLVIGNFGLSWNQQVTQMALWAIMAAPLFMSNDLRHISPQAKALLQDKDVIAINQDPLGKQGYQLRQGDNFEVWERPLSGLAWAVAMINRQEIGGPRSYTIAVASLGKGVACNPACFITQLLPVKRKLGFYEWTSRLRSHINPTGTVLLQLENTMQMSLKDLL
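qHTS titration in buffer at pH 5.0. Alpha-galactosidase activity in spleen homogenate was measured via 4-methylumbelliferone release from 1 mM fluorogenic substrate after 40 min at 37C and a pH 10 stop. AC50 came from Hill fits of control-normalized data.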
Lamin A splicing = qHTS Assay for Modulators of Lamin A Splicing | HeLa LMNA splicing GFP/RFP minigene ratio, 48 h | Potency, µM (highest dose often 46.1 µM), for inactives: at the highest dose ratio change, negative = inhibition, hits mostly inhibitors | hit rate 0.01% among 200,000 | AID 1487, 2009; active = well fitted inhibition curve with a large enough effect in the signal ratio, with a control signal flat, not every such curve was filed as active; inconclusive = small, poorly fitted or top-dose-only effect, or effect the other way, or a change in a side signal; the % refers to the signal ratio; note: potency is the fitted concentration of half-maximal effect; % is set by controls: 0 for no effect and ±100 for the full control effect
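S3 HeLa cells stably expressing lamin A-EGFP splicing minigene plus DsRed2, 600 cells/well, 48 h compound exposure at 37C. Laser-scanning cytometry; analysed as GFP (500-530 nm)/RFP (575-640 nm) total intensity ratio; 0.5% DMSO vehicle.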
Luc counter = Counterscreen for Luciferase (Kinase-Glo TM) Inhibition. Potency, µM (highest dose often 38.3 µM), without a hit: top-dose activity change, negative = inhibition, usual class: inhibitors. Luciferin 4-monooxygenase (Photuris pensylvanica), Q27757. hit rate 0.28% among 200,000. Kinase-Glo luciferase, ATP luminescence, 8 min; note: potency is the fitted concentration of half-maximal effect; % is set by controls: 0 for no effect and ±100 for the full control effect; nearly all actives have a fitted effect of over 60% in size
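Inhibition of Kinase-Glo luciferase light generation was assessed at 10 uM ATP in pH 7.2 imidazole buffer, with luminescence measured after eight minutes at ambient temperature.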
Epigenetic reg = Quantitative High-Throughput Screen for Regulators of Epigenetic Control; murine LDR cells, GFP reporter derepression, 30 h; Potency, µM (titrated, usually from 53.9 µM), inactives show top-dose GFP activation, usual class: activators; hit rate 0.2% among 280,000; note: potency is the fitted concentration of half-maximal effect; % of control where 0% means no effect; nearly all actives have a fitted effect of over 60% in size
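Murine LDR cells bearing a silenced CMV-driven GFP reporter were exposed to compound for 30 h at 37 C. After PBS washes, GFP-positive cells (20-120 um objects) counted by laser-scanning microplate cytometry.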
IMPase Li cell = qHTS Assay for Identifying the Cell-Membrane Permeable IMPase Inhibitors: Potentiation with Lithium | CHO-M1 cells, IP1 TR-FRET (IP-One), carbachol + lithium | Potency, µM (series often up to 59.4 µM), for the others: at the top dose activity, negative = IMPase inhibition, most hits filed as inhibitors | hit rate 0.35% among 210,000 | AID 1457, 2008;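 note: IP1 builds up when IMPase is blocked and the TR-FRET signal falls; potency is the fitted concentration of half-maximal effect; plate controls were basal vehicle for no effect and high inhibitor control for full effect; nearly all actives have a fitted effect of over 50% in size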
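IP1 accumulation measured by competitive TR-FRET in lysed CHO-M1 cells after 30 min compound exposure at 37C, with a small lithium addition to potentiate weak responses. Hill-equation AC50 from ratio and donor-channel data.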
CBFb RUNX1 block = qHTS Assay for Compounds Blocking the Interaction Between CBF-beta and RUNX1 for the Treatment of Acute Myeloid Leukemia | Runt-related transcription factor 1 (Homo sapiens) + Core-binding factor subunit beta … | AlphaScreen CBFb-His/RUNX1-biotin binding, biochemical | Potency, µM (highest dose often 59.8 µM), for inactives: at the top dose activity, negative = inhibition, most hits filed as inhibitors | 230,000 tested, under 10 active | AID 1477, 2009; note: % of control where 0% means no effect
Target sequence (Q01196 whole entry, looked up): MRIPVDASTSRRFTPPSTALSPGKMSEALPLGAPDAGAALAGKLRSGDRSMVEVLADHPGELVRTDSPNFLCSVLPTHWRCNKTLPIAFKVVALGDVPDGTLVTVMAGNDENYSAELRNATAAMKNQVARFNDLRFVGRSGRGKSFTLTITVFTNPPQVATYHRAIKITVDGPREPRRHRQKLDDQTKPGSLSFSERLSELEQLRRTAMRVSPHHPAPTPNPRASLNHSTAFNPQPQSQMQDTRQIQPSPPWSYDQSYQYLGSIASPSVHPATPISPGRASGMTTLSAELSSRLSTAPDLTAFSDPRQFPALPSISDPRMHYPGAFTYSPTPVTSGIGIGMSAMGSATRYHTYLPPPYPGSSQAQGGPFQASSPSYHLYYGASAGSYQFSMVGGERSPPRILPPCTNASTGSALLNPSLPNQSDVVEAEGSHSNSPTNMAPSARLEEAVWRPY
Target sequence (Q13951 whole entry, looked up): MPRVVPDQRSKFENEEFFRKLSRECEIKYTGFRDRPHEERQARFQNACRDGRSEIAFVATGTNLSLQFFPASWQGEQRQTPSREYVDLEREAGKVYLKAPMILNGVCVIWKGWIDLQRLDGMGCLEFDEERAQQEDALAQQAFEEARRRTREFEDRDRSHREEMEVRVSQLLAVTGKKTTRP
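AlphaScreen proximity signal reports loss of binding between His-tagged CBF-beta and biotin-labelled RUNX1, each at 30 nM. Proteins are pre-associated for 20 minutes, compounds added for 15 minutes, then beads for 90 minutes, all at ambient temperature.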
An asterisk follows results filed as active; ? = inconclusive; . = not tested or not shown; & = joins results of further samples; [ ] = dose if it differs, or a comment. Unless noted, calls come from the whole dose curve; as a rule, active = well fitted curve in the direction sought with a large enough effect; inconclusive = small, poorly fitted or top-dose-only effect, or another doubt; inactive = no such curve, though single readings can be large; an effect the other way counts as inactive or inconclusive. These rows are one share of the data, so the mix of outcomes need not match the whole.

SMILES | NPSR antag | aGal spleen mod | Lamin A splicing | Luc counter | Epigenetic reg | IMPase Li cell | CBFb RUNX1 block
Cc1ccc(C)c(NC(=S)N2CCCCCC2)c1 | -11%[46.1 µM] | 1% | 0% | 2% | 1.0% | 2% | 2%
Cc1[nH][nH]c(=O)c1C(c1ccccc1[N+](=O)[O-])C(C#N)C#N (centres undefined) | 10% | 1% | 1%[46 µM] | 0% | 0.5% | -3% | -3%
CC(C)(O)P(C)(=O)c1ccccc1 (centres undefined) | -8%[46.1 µM] | 0% | -4% | -3% | -0.3% | 21%[38.3 µM] | 0%
CCOc1ccc2[nH]c(=O)c(CN(Cc3nnnn3Cc3ccccc3)CC3CCCO3)cc2c1 (centres undefined) | 4%[46.1 µM] | 10% | 5% | -3% | -0.7% | -11%[38.3 µM] | 13%
COc1ccc(OC)c(C2C3=C(CCCC3=O)Nc3nnnn32)c1 (centres undefined) | -21%[46.1 µM] | 1% | -13% | 4% | 1.1% | 3% | -3%
CC1(C)CC(CCN)(Cc2ccccc2Cl)CCO1 (centres undefined) | 3% | 1% | . | . | 0.1% | . | 0%
O=C(CSc1nnnn1C1CCCC1)Nc1ccccc1N1CCOCC1 | 2% | 2% | 4%[46 µM] | 0% | 7.7% | 17% | 4%
COc1ccc(NC(=S)NC(C)c2ccncc2)cc1OC (centres undefined) | 3% | 0% | . | 1% | -1.2% | -2% | 5%
CCc1nnc(NC(=O)CSc2nnc(-c3ccc(S(=O)(=O)N4CCCC4)cc3)n2CC)s1 | -5%[46.1 µM] | 0% | -5% | 0% | 0.0% | 21% | 5%
O=C(Nc1cccc2ccccc12)C(=O)C1C(=O)Nc2ccccc21 (centres undefined) | -20% | 6% | . | . | 2.3% | . | 0%
N#CCC(=O)Nc1cc(C(F)(F)F)ccc1N1CCOCC1 | 12% | -9% | ? | 0% | 0.9% | 4% | -4%
CCS(=O)(=O)NC(C)C(c1cccs1)N1CCN(c2ccc(F)cc2)CC1 (centres undefined) | -26%[46.1 µM] | -6% | ? | -1% | -1.8% | 35%[38.3 µM] | 5%
O=C(CCNC(=O)c1ccccc1)OCC(=O)c1cccc(Cl)c1 | 10% | 1% | 12%[9.22 µM] | 1% | 8.6% | -1% | 9%
O=C(O)C1C2C=CC(C2)C1C(=O)NCCCn1ccnc1 (centres undefined) | 0%[46.1 µM] | -11% | 13% | 5% | -2.9% | -2%[38.3 µM] | 6%
Cn1c(=O)c2[nH]c(N=NNc3ccccc3F)nc2n(C)c1=O | -15% | 4% | . | . | 1.1% | . | -2%
COC(=O)C(CN)c1c[nH]c2ccc(OC)cc12 (centres undefined) | . | -5% | . | 1%[39.9 µM] | -0.6% | 0% | -7%
O=C1CCCC/C1=N\Nc1ccc(OCc2ccccc2)cc1 | 7% | -3% | 2% | -2% | 8.6% | -9% | -8%
CCCCCCCC(=O)N/N=C/c1ccco1 | -5%[46.1 µM] | -3% | -2% | -2% | -1.2% | -3%[38.3 µM] | -8%
COc1ccccc1C(=O)N1CCN(Cc2nc3cc([N+](=O)[O-])ccc3n2C)CC1 | 2% | -11% | . | -2% | 2.3% | 9% | 9%
CN(CC(=O)Nc1ccc(S(=O)(=O)N2CCCC2)cc1)CC(=O)Nc1cccc(F)c1 | -11% | 0% | . | 2% | -4.2% | 6% | 3%
CCOC(=O)c1c(C)[nH]c(C2=NNC(=Nc3ccccc3OC)SC2)c1C | -20% | 8% | ? | -1% | -1.1% | -4% | ?
CCOc1ccccc1NC(=O)c1cc(S(=O)(=O)N2CCC3(CC2)OCCO3)ccc1F | -29%[46.1 µM] | 10% | ? | -7% | -1.1% | -6%[38.3 µM] | -3%
Cc1cc(C)c(OCCNC(=O)c2ccccc2Sc2ccccc2C#N)c(C)c1 | -57% | -1% | ? | 0% | 0.0% | 8% | 2%
CCCCC(=O)NNC(=O)CC(=O)Nc1ccccc1C(=O)O | 3%[7.67 µM] | 9% | . | . | -1.4% | . | 3%
C=CCc1c(C)[nH]c2ccc(C)cc2c1=O | -3%[46.1 µM] | 9% | -3% | -2% | 0.0% | 25%[38.3 µM] | 4%
(more compounds)
SMILES | NPSR antag | aGal spleen mod | Lamin A splicing | Luc counter | Epigenetic reg | IMPase Li cell | CBFb RUNX1 block
O=C(Nc1cccc(Cl)c1)Nc1ccccc1C(=O)O | -33% | 6% | . | . | 6.8% | . | -1%
CCOC(=O)N1CCN(C(=O)CSCc2nc(-c3ccccc3C)oc2C)CC1 | -9%[46.1 µM] | 9% | ? | -5% | -2.2% | -22%[38.3 µM] | 2%
CC(c1nc2ccccc2c(=O)[nH]1)N(C)CCOc1ccc(Cl)cc1 (centres undefined) | -9% | -3% | . | . | 0.8% | . | 9%
COc1cc2c(cc1OC)C(c1ccco1)CC(=O)N2 (centres undefined) | 0%[46.1 µM] | 4% | -6% | 6% | 0.0% | 13%[38.3 µM] | 2%
CCCCCC(=O)NC(=S)NC1C2CC3CC(C2)CC1C3 (centres undefined) | ? | 1% | . | . | 2.0% | . | 6%
COc1cccc(NC2C=CS(=O)(=O)C2)c1 (centres undefined) | 21%[46.1 µM] | -9% | ? | 3% | -2.0% | -2% | -1%
O=C(CSc1nnc(-c2ccccn2)n1-c1ccc(Cl)cc1)Nc1ccc2c(c1)OCO2 | 8%[46.1 µM] | -1% | -2% | -1% | 2.1% | -63%[38.3 µM] | -7%
COC(=O)C(C(=O)OC)c1ccc(NC(=O)c2cccc(Cl)c2)cc1 | 9% | 0% | -3%[46 µM] | -1% | 1.1% | 2% | 5%
O=C(Cn1cnc2ccccc2c1=O)NCC1COc2ccccc2O1 (centres undefined) | -5%[46.1 µM] | 0% | -1% | -3% | -5.0% | 25%[38.3 µM] | 7%
CCCn1c(SCC(=O)Nc2sc(C)c(C)c2C#N)nnc1C(C)C | -23%[46.1 µM] | 2% | -6% | . | -2.4% | . | 3%
O=C(CCCCCNC(=S)Nc1ccccc1)C[N+](=O)[O-] | 10% | -2% | . | -1% | 1.0% | 0% | 2%
NS(=O)(=O)c1ccc(CCNC(=S)NC2CCCC2)cc1 | -10% | 8% | -4%[46 µM] | 3% | -0.6% | 1% | 6%
CC(C)c1nnc(NC(=O)CCC(=O)Nc2ccc3cn[nH]c3c2)s1 | -3% | -5% | . | . | 0.0% | . | -2%
Cc1cc(O)c(-c2cc(C(=O)Nc3ccc(S(=O)(=O)N4CCOCC4)cc3)[nH]n2)cc1C | -15%[46.1 µM] | -14% | -8% | 5% | 1.5% | -8%[38.3 µM] | 3%
CCC(C)Cn1c(O)cc2nn(-c3nc4ccccc4s3)c(=O)c-2c1C (centres undefined) | -26% | -2% | . | . | 6.6% | . | .
Oc1ccccc1/C=N/n1cnn(Cc2ccccc2Cl)c1=S | 2% | -5% | -18% | 0% | 0.0% | -8% | 5%
O=C(NC1CCCC1)c1ccc(CNc2c(N3CCOCC3)c(=O)c2=O)cc1 | -8%[46.1 µM] | 5% | 11% | -1% | -1.0% | -1%[38.3 µM] | 0%
COc1ccc(-c2oc(/N=C/N3CCOCC3)c(C#N)c2-c2ccc(OC)cc2)cc1 | ? | 6% | 6% | 0% | -0.2% | 3%[38.3 µM] | -18%
Cc1cccc(NC(=O)c2sc3nc(N)c(C#N)cc3c2N)c1 | -35% | 4% | ? | 1% | -1.0% | 3% | -7%
CC(=O)N(c1nc(CCl)cs1)c1ccc(C)cc1C | 0% | -10% | -2%[46 µM] | 2% | -4.5% | 6% | -7%
COc1ccc2oc(=O)c(C(=O)NCc3ccco3)cc2c1 | 7% | -2% | -5%[46 µM] | -2% | -3.1% | 4% | -2%
N#Cc1nc(-c2ccc(OCc3ccccc3)cc2)oc1N1CCC(C(N)=O)CC1 | -15%[46.1 µM] | -5% | ? | -7% | 1.0% | -17%[38.3 µM] | 0%
N[C@H](Cc1ccc(O)cc1)C(=O)O | . | -5%&3% | . | 2% | 1.1%&-1.2% | 20%&9% | 12%

Compounds above with a cyano group (7):
SMILES | NPSR antag | aGal spleen mod | Lamin A splicing | Luc counter | Epigenetic reg | IMPase Li cell | CBFb RUNX1 block
Cc1[nH][nH]c(=O)c1C(c1ccccc1[N+](=O)[O-])C(C#N)C#N (centres undefined) | 10% | 1% | 1%[46 µM] | 0% | 0.5% | -3% | -3%
N#CCC(=O)Nc1cc(C(F)(F)F)ccc1N1CCOCC1 | 12% | -9% | ? | 0% | 0.9% | 4% | -4%
Cc1cc(C)c(OCCNC(=O)c2ccccc2Sc2ccccc2C#N)c(C)c1 | -57% | -1% | ? | 0% | 0.0% | 8% | 2%
CCCn1c(SCC(=O)Nc2sc(C)c(C)c2C#N)nnc1C(C)C | -23%[46.1 µM] | 2% | -6% | . | -2.4% | . | 3%
COc1ccc(-c2oc(/N=C/N3CCOCC3)c(C#N)c2-c2ccc(OC)cc2)cc1 | ? | 6% | 6% | 0% | -0.2% | 3%[38.3 µM] | -18%
Cc1cccc(NC(=O)c2sc3nc(N)c(C#N)cc3c2N)c1 | -35% | 4% | ? | 1% | -1.0% | 3% | -7%
N#Cc1nc(-c2ccc(OCc3ccccc3)cc2)oc1N1CCC(C(N)=O)CC1 | -15%[46.1 µM] | -5% | ? | -7% | 1.0% | -17%[38.3 µM] | 0%

Sorted by the number under IMPase Li cell (falling): 3 of the compounds above.
| SMILES | NPSR antag | Lamin A splicing | Epigenetic reg | IMPase Li cell | CBFb RUNX1 block |
| --- | --- | --- | --- | --- | --- |
| CC(=O)N(c1nc(CCl)cs1)c1ccc(C)cc1C | 0% | -2%[46 µM] | -4.5% | 6% | -7% |
| NS(=O)(=O)c1ccc(CCNC(=S)NC2CCCC2)cc1 | -10% | -4%[46 µM] | -0.6% | 1% | 6% |
| O=C(CCCCCNC(=S)Nc1ccccc1)C[N+](=O)[O-] | 10% | . | 1.0% | 0% | 2% |
